Screens (PubChem BioAssay)
RBBP9 inhibitor: human RBBP9 hydrolase inhibition; O75884; AID 1515; 220,000 compounds, 0.2% hits; inhibition, % at 7.94 µM; recombinant RBBP9, FP-Rh probe fluorescence polarization;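 active means inhibition above the campaign mean of all tested compounds plus 3 SD, cut at about 14% in these data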;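 further: plate controls were DMSO wells with RBBP9 for no effect and wells lacking RBBP9 protein for full effect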
Target sequence (O75884 whole entry, looked up): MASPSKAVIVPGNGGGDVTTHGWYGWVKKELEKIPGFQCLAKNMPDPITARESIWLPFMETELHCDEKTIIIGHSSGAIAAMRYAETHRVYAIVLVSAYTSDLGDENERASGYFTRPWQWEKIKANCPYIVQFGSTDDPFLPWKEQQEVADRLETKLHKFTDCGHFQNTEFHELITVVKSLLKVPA
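Test system: recombinant human RBBP9; Timing: 30 min then 45 min, 25 °C; Detection: fluorescence polarization; Control set: RBBP9 with DMSO as uninhibited control, no-protein wells as full inhibition; Compound dosing: one concentration, 7.94 µM nominal, 0.794% DMSO; Probe or stimulus: FP-Rh activity-based probe, 375 nM before mixing.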
NPY Y1 blocker: NPY-Y1 (human) receptor antagonism; P25929; inhibition, % at 3.6 µM; 200,000 compounds, 1% hits; HEK293-CNG Y1 cells, membrane potential fluorescence; NPY at EC95, then isoproterenol;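 active means inhibition above the campaign mean inhibition of all tested compounds plus 3 SD, cut at about 20% in these data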;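 further: 0% = DMSO wells given NPY plus isoproterenol and 100% = isoproterenol alone without NPY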
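Test system: HEK293 cells co-expressing NPY Y1 receptor and cyclic-nucleotide gated channel; Also added: NPY (25 nM), isoproterenol (1 µM), Ro 20-1724 (25 µM); Compound dosing: one concentration, 3.6 µM, in 0.4% DMSO; Timing: dye 3 h, compound 60 min room temperature, stimulation 45 min; Technique: Membrane-potential fluorescent dye readout.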
Runt-CBFb FRET: Runt domain-CBFb interaction inhibition; Q01196+Q13951; Cerulean-Runt/Venus-CBFb FRET ratio 530/480, 1 h; inhibition, % at 20 µM; 220,000 compounds, 0.46% hits;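 active means inhibition over about 50% at 20 µM in the single-dose screen, limit read from the data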;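 further: 0% = DMSO wells and 100% = excess unlabeled CBFb competitor control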
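Buffer or medium: Tris pH 7.5 buffer with BSA. Assay system: Cerulean-labeled Runt domain protein. Amount: each fluorescent fusion protein 100 nM. Read-out basis: loss of energy transfer signal. Incubation: 1 h compound exposure, room temperature. Probe or stimulus: Venus-CBFb binding partner, 100 nM. Detection: FRET, excitation 422 nm, emission at 530 and 480 nm.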
S1P4 antagonist: blocks the human S1P4 receptor | S1P4-expressing cells, antagonist mode, reporter read-out | 220,000 compounds, 0.26% hits | inhibition, % at 4.98 µM | O95977; in the data active means inhibition above about 29%;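 further: 0% = wells stimulated with agonist and 100% = vehicle wells without agonist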
Target sequence (O95977 whole entry, looked up): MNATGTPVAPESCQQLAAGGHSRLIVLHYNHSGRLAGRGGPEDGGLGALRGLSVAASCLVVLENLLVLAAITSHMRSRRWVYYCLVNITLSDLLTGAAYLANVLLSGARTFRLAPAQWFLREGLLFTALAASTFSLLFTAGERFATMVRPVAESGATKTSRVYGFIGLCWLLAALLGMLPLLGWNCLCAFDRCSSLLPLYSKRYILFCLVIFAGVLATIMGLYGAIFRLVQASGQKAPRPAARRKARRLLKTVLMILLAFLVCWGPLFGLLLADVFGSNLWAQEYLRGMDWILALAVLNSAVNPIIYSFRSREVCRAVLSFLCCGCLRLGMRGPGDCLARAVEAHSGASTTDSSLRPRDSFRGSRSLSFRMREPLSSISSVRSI
NPY-Y2 PAM-ag: potentiators or agonists of human neuropeptide Y receptor Y2 | P49146 | cells expressing NPY-Y2, potentiator/agonist read-out | activation, % at 3.6 µM | 220,000 compounds, 0.45% hits | AID 1359; in the data active means activation above about 27%;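 further: cells stimulated with NPY near EC25 plus isoproterenol at EC100; 0% = vehicle plus submaximal agonist and 100% = vehicle plus saturating agonist; some results beyond the cut were filed as inactive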
Target sequence (P49146 whole entry, looked up): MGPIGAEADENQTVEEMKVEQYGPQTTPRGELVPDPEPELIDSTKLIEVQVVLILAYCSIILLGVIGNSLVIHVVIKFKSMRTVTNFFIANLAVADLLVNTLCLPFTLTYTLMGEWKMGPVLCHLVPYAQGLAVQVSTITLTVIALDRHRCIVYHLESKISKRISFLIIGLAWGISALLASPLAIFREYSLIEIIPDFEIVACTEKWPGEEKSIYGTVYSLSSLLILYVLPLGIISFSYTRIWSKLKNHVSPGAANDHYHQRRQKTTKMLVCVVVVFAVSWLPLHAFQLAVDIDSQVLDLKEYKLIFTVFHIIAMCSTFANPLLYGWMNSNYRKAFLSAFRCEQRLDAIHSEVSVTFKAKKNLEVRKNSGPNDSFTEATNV
BaF3 parental: parental Ba/F3 viability inhibition as JAK2V617F counter-screen; CellTiter-Glo ATP luminescence; inhibition, % at 5.6 µM; 220,000 compounds, 1.1% hits;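 active means inhibition above a per-campaign cutoff, the mean inhibition of all tested compounds plus 3 SD, cut at about 27% in these data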;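 further: 0% = DMSO wells and 100% = JAK Inhibitor I control wells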
Ba/F3 V617F tox: loss of viability in JAK2V617F-driven Ba/F3 cells | Ba/F3 EpoR-JAK2V617F viability, ATP luminescence | AID 1446 | inhibition, % at 5.6 µM | 220,000 compounds, 1.1% hits;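 active means inhibition above the campaign mean plus 3 SD over all tested compounds, cut at about 24% in these data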;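 further: cytokine-independent growth of Ba/F3 cells driven by EpoR plus mutant JAK2; 0% = DMSO-treated cells and 100% = JAK inhibitor I control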
S1P4 agonist: human S1P4 receptor agonism; O95977; S1P4-expressing cell line, agonist reporter assay; activation, % at 4.98 µM; 220,000 compounds, 0.35% hits; in the data active means activation above about 11%;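 further: 0% = DMSO vehicle and 100% = reference agonist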
NPY-Y1 PAM-ag: human NPY-Y1 potentiation or agonism, primary screen | NPY-Y1 expressing cells, potentiator/agonist activation | AID 1304 | 220,000 compounds, 0.37% hits | P25929 | activation, % at 3.6 µM; in the data active means activation above about 33%, passing the limit was not always enough;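 further: cells stimulated with NPY at EC10 then isoproterenol at EC100; 0% = low agonist plus stimulus and 100% = saturating agonist plus stimulus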
An asterisk follows results filed as active; . = not tested or not shown.

SMILES | RBBP9 inhibitor | NPY Y1 blocker | Runt-CBFb FRET | S1P4 antagonist | NPY-Y2 PAM-ag | BaF3 parental | Ba/F3 V617F tox | S1P4 agonist | NPY-Y1 PAM-ag
CC(=O)c1cc(-c2ccc(F)cc2)n(CCC(=O)NC(C)(C)C)c1C | -9 | 3 | 0 | -23 | -4 | 2 | -2 | 0.7 | 4
CCCCC(=O)Nc1ccc(NC(=O)C2CC2)cn1 | -7 | -3 | 0 | -5 | 15 | 5 | 0 | -0.1 | 3
Cc1ccc(-c2csc(N)n2)s1 | -8 | 0 | 41 | -9 | -6 | 3 | 2 | 0.3 | 8
O=C(Nc1ccc(S(=O)(=O)NC2CCCCC2)cc1)c1ccc(Br)o1 | -2 | -5 | 0 | -14 | -6 | 5 | -4 | 3.5 | -23
CC(=O)Nc1ccc(NC(=S)NC(=O)c2ccc([N+](=O)[O-])cc2)cc1 | -1 | -1 | 0 | -5 | 0 | 2 | 1 | -0.9 | -4
COc1ccc(NC(=O)CCN2CC(C)OC(C)C2)c(OC)c1 (configuration not stated) | -3 | -3 | -4 | 7 | -12 | 1 | 0 | 1.3 | -37
Cc1ccc(-c2csc(/C(C#N)=C(\O)CCl)n2)cc1 | -5 | -1 | -1 | -23 | -2 | 3 | -3 | 20* | -3
CCN(CC)CCCN1C(=O)CSC1c1ccc2c(c1)OCO2 (configuration not stated) | -6 | 1 | -3 | -9 | 3 | 0 | 2 | -0.6 | -19
CCN(CC)CC#CCC1(O)c2ccccc2-c2ccccc21 | -2 | 5 | . | -2 | 1 | -4 | 7 | 0.6 | -3
COc1cccc(N(CC(=O)NCCSc2ccc(Cl)cc2)S(C)(=O)=O)c1 | 1 | -5 | 0 | -3 | -20 | 3 | 1 | 1.8 | -5
Cc1ccc(OCCCn2c(=O)sc3ccccc32)cc1 | -6 | 17 | -1 | -12 | -12 | 2 | -4 | 1.9 | -27
Cc1cccc(NC(=O)COC(=O)Cc2cccc(C(F)(F)F)c2)c1C | -2 | 3 | 0 | -13 | 2 | 0 | -2 | 2.0 | -9
CCS(=O)(=O)Nc1ccc(-c2nnc(SCC(=O)c3cccc(OC)c3)o2)cc1 | -3 | 1 | 1 | 8 | -11 | 7 | 3 | 1.5 | -6
COc1ccccc1NC(=O)N1CCC(C(=O)c2ccc(F)cc2)CC1 | -6 | 8 | 2 | -10 | -8 | 0 | -1 | 0.1 | 10
COc1ccc(CN(CC2CCCO2)S(=O)(=O)c2ccc(-n3cnnn3)c(OC)c2)cc1 (configuration not stated) | -6 | 4 | -3 | -1 | -3 | 1 | 4 | 0.2 | 11
COc1cccc(C(=O)Nc2ccccc2N2CCOCC2)c1 | -6 | 2 | -2 | -6 | -14 | 5 | 2 | 1.9 | -36
CCCCCCC(=O)N/N=C1\CCCc2ccccc21 | -9 | -4 | -6 | -21 | -7 | 7 | 3 | 0.5 | -14
CS(=O)(=O)c1ccc(C(=O)NCCN2C(=O)S/C(=C\c3cccnc3)C2=O)cc1[N+](=O)[O-] | -3 | -2 | 5 | 28 | -7 | -3 | 5 | -0.8 | -1
COc1ccc(C(=O)N2CCN(C3CCCCC3)CC2)c(OC)c1 | -9 | 3 | -1 | 0 | -1 | 2 | -4 | -1.3 | -21
COc1ccc(/C=C/C(=O)Nc2ccc(OC)nc2)cc1 | -10 | 0 | 0 | 11 | 2 | 1 | 2 | 2.8 | -8
Cc1nc(NC(=O)/C=C/c2ccccc2)sc1C(=O)Nc1cccc(Cl)c1 | -8 | 10 | -3 | -14 | -5 | 7 | 2 | 1.8 | -8
O=C(C[n+]1ccc2ccccc2c1)c1ccccc1 | 4 | . | -1 | -15 | 4 | 3 | 0 | 1.5 | -8
N#Cc1nc(-c2ccc(Cl)cc2)oc1NCc1cccc2c1OCO2 | 13 | 12 | -1 | -9 | -7 | -2 | -2 | 2.3 | -38
Cc1ccc(S(=O)(=O)CC(O)COc2ccc(C#N)cc2)cc1 (configuration not stated) | -3 | 1 | 1 | 5 | -11 | 4 | -1 | 0.2 | 6
COc1ccc(NC(=S)N(CCCN2CCCC2)Cc2cccn2Cc2ccc(Cl)cc2)cc1Cl | -4 | 4 | -1 | 20 | 4 | 10 | 5 | -1.4 | 15
CN1/C(=C\C=C2/SC(=S)NC2=O)C(C)(C)c2ccccc21 | -150 | 11 | -22 | -11 | -3 | 81* | 65* | -0.7 | 22
O=C(O/N=C/c1ccc2c(c1)OCO2)c1ccc([N+](=O)[O-])cc1 | -9 | -3 | -2 | -5 | -3 | 7 | 0 | 1.1 | 6
CC(C)C(C(=O)NCC1CCCO1)N(Cc1ccco1)C(=O)CNS(=O)(=O)c1ccccc1 (configuration not stated) | -3 | -3 | -1 | 0 | 3 | -1 | -2 | 2.3 | 6
COc1ccc(/C=N/N2C(=N)SCC2=O)cc1 | -6 | . | 0 | 6 | -19 | 3 | 3 | -0.6 | -19
Cc1ccc(-c2csc(NC(=O)CN3C(=O)CCC3=O)n2)cc1 | -3 | -6 | 1 | -2 | 2 | 8 | 2 | -1.4 | 15
Nc1ccccc1C(=O)NCc1ccc(Cl)cc1 | -5 | 5 | -1 | -13 | -2 | 2 | 0 | 4.0 | -7
CC(C)(C)c1cnnn1-c1cccc([N+](=O)[O-])c1 | -6 | 5 | -1 | -12 | -11 | 7 | 0 | 1.6 | -1
CSc1cccc(NC(=O)CN(C)S(=O)(=O)c2ccc(F)cc2)c1 | -3 | -3 | -2 | -8 | -10 | 6 | -2 | 0.2 | 5
O=C(COc1cccc(Br)c1)N/N=C1\CCSC1 | -6 | 1 | 0 | 19 | -15 | -6 | -5 | -0.9 | 14
O=c1cc(O)nc2n1CCCS2 | 0 | 5 | 0 | -15 | -20 | 5 | 3 | 0.6 | 3
COc1ccc(S(=O)(=O)N(C)c2ccc(C(=O)NCCC(C)C)cc2)cc1 | -4 | 0 | -2 | -8 | 1 | 0 | -4 | -1.1 | 10
CC(=O)Oc1ccc2c(=O)c(Oc3ccccc3[N+](=O)[O-])coc2c1 | -6 | 2 | 0 | -22 | 4 | 7 | 0 | 0.5 | -10
CCOc1cc(CNCCc2ccccc2)ccc1OCC(=O)NC(C)(C)C | -6 | 7 | -1 | -15 | -8 | 4 | -4 | -1.9 | -22
CN1c2ccsc2C(=O)/C(=C\Nc2cccc(C(F)(F)F)c2)S1(=O)=O | -2 | . | 16 | 4 | 6 | -1 | 0 | 0.8 | -8
CC1=NN(c2ccccc2)C(=O)/C1=C/c1cn(C)c2ccccc12 | -9 | . | -6 | 1 | -4 | 1 | 3 | 0.1 | -8
COCC(=O)Nc1ccc(C(N)=O)cc1 | 5 | 0 | -1 | -13 | -12 | 8 | 6 | 2.1 | -2
O=C(Cn1nnc2ccccc2c1=O)Nc1cc(C(F)(F)F)ccc1N1CCOCC1 | -3 | 5 | -4 | -5 | 1 | 5 | -1 | 0.6 | 8
Cc1ccc(Cl)cc1NC(=O)C1CCCN(S(=O)(=O)c2c(C)noc2C)C1 (configuration not stated) | -5 | 6 | -2 | -5 | -14 | 8 | 2 | -1.8 | -15
CC(=O)Nc1nc(NC(=O)/C=C/c2ccccc2)n(-c2ccccc2)n1 | -5 | 4 | -1 | -5 | -2 | 10 | 5 | -2.3 | 9
COc1ccccc1/C=N/Nc1nc(C)cc(C)n1 | 2 | . | 1 | 12 | -11 | -1 | -1 | 2.1 | 6
COc1cc(C(=O)N2CCC(NC(=O)C(Cc3ccccc3C)NC(C)=O)CC2)cc(OC)c1OC (configuration not stated) | 0 | 1 | 0 | -3 | -3 | 2 | -3 | -4.0 | 14
C#CCCCCCCC#CCN(C)C | -2 | -2 | -2 | -2 | -4 | 1 | 3 | 1.3 | -3
CCN(CC)S(=O)(=O)c1cc(NC(=O)COC(=O)c2ccc(NC(=O)CC#N)cc2)ccc1C | -10 | 5 | -4 | -3 | 8 | 6 | 0 | -2.0 | -9
Cc1ccc(C(=O)N/C(=C\c2cn(-c3ccccc3)nc2-c2ccccc2)C(=O)N2CCOCC2)cc1 | -3 | -1 | -1 | -19 | -8 | 5 | -1 | 1.2 | 1

Whole records as entered above:
Record of `O=c1cc(O)nc2n1CCCS2` = RBBP9 inhibitor = 0; NPY Y1 blocker = 5; Runt-CBFb FRET = 0; S1P4 antagonist = -15; NPY-Y2 PAM-ag = -20; BaF3 parental = 5; Ba/F3 V617F tox = 3; S1P4 agonist = 0.6; NPY-Y1 PAM-ag = 3
Record of `Cc1ccc(Cl)cc1NC(=O)C1CCCN(S(=O)(=O)c2c(C)noc2C)C1` (configuration not stated) = RBBP9 inhibitor = -5; NPY Y1 blocker = 6; Runt-CBFb FRET = -2; S1P4 antagonist = -5; NPY-Y2 PAM-ag = -14; BaF3 parental = 8; Ba/F3 V617F tox = 2; S1P4 agonist = -1.8; NPY-Y1 PAM-ag = -15
Record of `CCCCCCC(=O)N/N=C1\CCCc2ccccc21` = RBBP9 inhibitor = -9; NPY Y1 blocker = -4; Runt-CBFb FRET = -6; S1P4 antagonist = -21; NPY-Y2 PAM-ag = -7; BaF3 parental = 7; Ba/F3 V617F tox = 3; S1P4 agonist = 0.5; NPY-Y1 PAM-ag = -14
